Bioassay records from PubChem BioAssay.
PGC1a acetyl inh = inhibitors of PGC1a acetylation signal, primary screen, cell-based, U2OS, AlphaScreen, inhibitor mode. AlphaScreen anti-acetyl-lysine; with virally co-expressed GCN5 acetyltransferase. AID 651687, 2012. 350,000 compounds, 0.17% hits. inhibition, % at 15.6 µM;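 active = every replicate shows inhibition of at least 40%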;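 also: 0% = neutral control wells and 100% = positive control wells; some results beyond the cut were filed as inactive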
Statin myotox sup = suppressors of statin myotoxicity in C2C12 myotubes, primary screen, cell-based, single point, plate reader. C2C12 myotubes + simvastatin, ATP luminescence, 48 h; scaled: DMSO 0, geranylgeraniol control 100. 330,000 compounds, 0.78% hits. rescue of ATP level, % at 7.49 µM;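 active = mean ATP rescue above about 67%, or every replicate alone reaching that limit, limit read from the data, passing the limit was not always enough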;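 also: myotubes were challenged with 10 µM simvastatin during compound exposure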
PAX8 inh HTS = inhibitors of PAX8-driven TPO luciferase reporter, primary screen, RMG-I cells, single concentration; SteadyGlo, 24 h; inhibition, % at 12.6 µM; 360,000 compounds, 1.2% hits; AID 652154, 2013;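 active = mean replicate inhibition at least 60% with every replicate also reaching 60%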;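 also: luciferase light reporting Pax8 driven TPO promoter activity; plate controls were median of neutral control wells for no effect and mitoxantrone controls for full effect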
ARNT-TACC3 inh = disruptors of ARNT/TACC3 protein interaction, primary screen, biochemical, AlphaScreen, single concentration | Transforming acidic coiled-coil-containing protein 3 (Homo sapiens), Q9Y6A5 | 390,000 compounds, 0.66% hits | AlphaScreen His-ARNT PAS-B/GST-TACC3 binding, luminescence; TACC3 fragment carries E629A point mutation | inhibition, % at 9.99 µM;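 active = mean inhibition of replicates at least 50% and at least half of replicates each reaching 50%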;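 also: 0% = complete ARNT plus TACC3 wells and 100% = ARNT alone without TACC3; many hits fall short of the cut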
PglD inh = C. jejuni PglD acetyltransferase inhibitors, primary screen, biochemical, DTNB colorimetric, single point. 360,000 compounds, 0.098% hits. inhibition, % at 12.5 µM. UDP-N-acetylbacillosamine N-acetyltransferase PglD (Campylobacter jejuni). purified PglD enzyme, DTNB colorimetric CoA detection. AID 602405, 2012; in the data active = inhibition above about 16%, passing the limit was not always enough; also: strong numbers were not always called active
Cneo AK release = Cryptococcus neoformans cell lysis inducers, primary screen, AK release luminescence, single concentration | C. neoformans lysis, adenylate kinase release luminescence, 4 h; normalised: neutral wells 0, clomiphene wells 100 | lysis activity, % at 15 µM | 360,000 compounds, 0.2% hits;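 active = mean lysis activity across replicates of at least 80%, whatever share of replicates individually reach that level; inactive = mean lysis activity below 80%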
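Material – log-phase Cryptococcus neoformans yeast cells · Input – 5 × 10^6 yeast cells/mL · Medium – fresh YPD growth medium · Doses – single compound concentration per well · Timing – static 4 h at 37 °C with compound, 1 h detection · Detection – adenylate kinase release luminescence · Read-out – signal increase indicating cell lysis · Control set – Clomiphene as positive lysis control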
LGR2 inh = inhibitors of bursicon-induced LGR2 CRE-luciferase signal, primary screen, cell-based, HEK293, CRE-luciferase reporter, bursicon stimulation; inhibition, % at 9.99 µM; bursicon-stimulated, 4 h; 380,000 compounds, 0.35% hits;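 active = drop in luminescence signal, shown as inhibition above about 50% in the replicate tests, limit read from the data, passing the limit was not always enough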;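 also: agonist challenge used bursicon conditioned medium at about half maximal strength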
INS-1E GSIS act = GLuc luminescence reporter in INS-1E cells, primary screen for activators of glucose-dependent secretion of insulin. 370,000 compounds, 0.61% hits. activation, % at 16.6 µM. INS-1E GLuc reporter insulin secretion, 2-3 h;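 active = lowest replicate activation of at least 40%, so every replicate reaches that level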;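 also: 0% = median of neutral control wells and 100% = median of IBMX positive control wells; some compounds called inactive have numbers as strong as hits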
Numbers without * were called inactive; nt = no result given; & = joins results of further samples.

The first two records as a preview:
SMILES	PGC1a acetyl inh	Statin myotox sup	PAX8 inh HTS	ARNT-TACC3 inh	PglD inh	Cneo AK release	LGR2 inh	INS-1E GSIS act
Cc1ccc(S(=O)(=O)N2C[C@]3(O)C[C@@H]4C(=O)N(c5ccccc5)C(=O)[C@@H]4C[C@]3(OC(=O)NC3CCCC3)C2)cc1	-2	-2	5	nt	-2	2	-3	8
CCCCOc1ccc(C(C)NC(=O)CCS(=O)(=O)Cc2ccc(Cl)cc2)cc1 (configuration not stated)	4	nt	-6	24	2	0	-11	21

The list itself, from the first entry:
SMILES	PGC1a acetyl inh	Statin myotox sup	PAX8 inh HTS	ARNT-TACC3 inh	PglD inh	Cneo AK release	LGR2 inh	INS-1E GSIS act
Cc1ccc(S(=O)(=O)N2C[C@]3(O)C[C@@H]4C(=O)N(c5ccccc5)C(=O)[C@@H]4C[C@]3(OC(=O)NC3CCCC3)C2)cc1	-2	-2	5	nt	-2	2	-3	8
CCCCOc1ccc(C(C)NC(=O)CCS(=O)(=O)Cc2ccc(Cl)cc2)cc1 (configuration not stated)	4	nt	-6	24	2	0	-11	21
CNC(=S)N(Cc1ccc(OC)cc1)C1CC(=O)N(c2ccc(OC)cc2)C1=O (configuration not stated)	6	10	nt	1	-2	3	3	-21
CC(=O)n1cc([C@H]2C=C(C(=O)N3CCN(Cc4ccc5c(c4)OCO5)CC3)O[C@@H](OCCCCO)C2)c2ccccc21	7	-14	8&8	4	4	1&-6	8	18
COc1cccc(CNC(=O)CCC2CCCN(C(=O)c3cc(C4CC4)[nH]n3)C2)c1 (configuration not stated)	nt	nt	-19	-5	nt	nt	-18	-3
CC1CC(C)CN(C(=O)CNS(=O)(=O)c2ccc(Br)s2)C1 (configuration not stated)	nt	2	nt	-6	-1	10	nt	nt
Cn1cc(S(=O)(=O)c2ccccc2)c(=O)c2cc(F)c(N3CCOCC3)cc21	-1	-30	-13	-2	-1	1	-12	9
Cc1ccc(C(=O)NCC(=O)N(C)Cc2ccc(Cl)cc2Cl)s1	-5	-5	12	nt	-2	1	7	-25
Cc1cc(C)nc(-n2cc(C(=O)c3cc(F)ccc3O)cn2)n1	nt	nt	31	8	9	-1	-8	5
COc1ccc(/C=C2\SC(=O)N(CC(=O)NC3CCS(=O)(=O)C3)C2=O)cc1 (configuration not stated)	1	8	-17	nt	-1	2	20	18
COc1ccccc1S(=O)(=O)Cc1ccc(C(=O)N2CCN(c3ccccc3)CC2)o1	8	-3	10	-3	-2	4	nt	nt
CS(=O)(=O)N(CC(=O)NCCSCc1ccccc1Cl)c1ccc(F)cc1	nt	-3	8	nt	4	-1	nt	nt
COc1cccc(NC(=O)COC(=O)C2CC3CCCC(C2)C3=O)c1 (configuration not stated)	3	-2	2	-1	-3	0	-23	5
COc1cc(NC(=O)C2(C)CCCN2C(=O)C(C)C)cc(OC)c1OC (configuration not stated)	7	0	-4	nt	-2	3	20	4
C[C@@H]1CCCCO[C@H](CN(C)S(C)(=O)=O)[C@H](C)CN([C@@H](C)CO)C(=O)c2cc(NC(=O)c3ccccc3)ccc2O1	-5	-3	3	0	-5	0	-14	4
O=C(NCCNc1ccc([N+](=O)[O-])cc1)c1ccccc1Br	4	-30	nt	nt	nt	nt	-4	1
Cc1ccc(S(=O)(=O)N(C)C[C@@H]2OCCCC[C@@H](C)Oc3ccc(NC(=O)C4CCCCC4)cc3C(=O)N([C@H](C)CO)C[C@H]2C)cc1	-3	-47	18	-9	-1	-4	-6	-8
CCOc1ccccc1N1CCN(C(=O)c2ccc(-c3ccc(OC(C)=O)cc3)cc2)CC1	-2	5	1	-6	-3	-8	-4	-12
Cc1ccc2cc(CCNC(=O)c3ccc(S(=O)(=O)N4CCOCC4)cc3)c(=O)[nH]c2c1C	nt	7	11	-6	-2	6	19	-14
C[C@@H]1CN([C@H](C)CO)C(=O)c2cccc(NC(=O)c3ccncc3)c2O[C@H]1CN(C)S(=O)(=O)c1ccccc1	-5	12	-15	nt	0	-3	13	10
COc1ccccc1C1C(C#N)=C(N)N(N(C)C)C2=C1C(=O)CC(C)(C)C2 (configuration not stated)	8	21	37	-1	-7	0	12	5
CS(=O)(=O)N(CC(=O)N1CCc2ccccc2C1)c1ccccc1F	1	-1	-4	nt	-2	-1	0	-1
COc1ccc(C2(C)NC(=O)N(CC(=O)NCc3ccccc3F)C2=O)cc1 (configuration not stated)	nt	-2	9	4	0	7	2	23
COc1ccc(C2C(C(=O)c3sc(C)nc3C)=C(O)C(=O)N2CCCn2ccnc2)cc1 (configuration not stated)	-3	-6	-40	7	3	3	-30	12
C[C@@H]1CN([C@H](C)CO)S(=O)(=O)c2ccc(-c3ccncc3)cc2O[C@@H]1CN(C)C(=O)c1ccc2c(c1)OCO2	7	8	nt	-2	-3	-1	-8	14
CS(=O)(=O)N1CCN(C(=O)Cc2ccc(Br)cc2)CC1	nt	2	-26	-6	5	0	-5	9
O=C([C@H]1N[C@H]2c3ccc(C4=CCCCC4)c(=O)n3C[C@H]2[C@@H]1CO)N1CCc2ccccc2C1	-1	-19	-3	nt	nt	nt	5	1
CC(CCc1ccccc1)NCC(O)COc1ccccc1 (configuration not stated)	nt	nt	11	0	nt	nt	-12	-7
Cc1nnc2sc(-c3ccc(NC(=O)c4ccc(-c5ccc(Cl)cc5Cl)o4)cc3)nn12	-98	-10	-26	-4	2	0	nt	0
Cc1ccc(S(=O)(=O)c2cc3ccc(O)cc3oc2=O)cc1C	9	6	-8	-28	0	5	14	4
COc1ccc(CNCCC(c2ccc(OC)cc2)c2ccccc2OC)cc1 (configuration not stated)	-3	13	20	2	1	15	2	-23
Cc1ccc(OCCNC(=O)CNC(=O)c2ccc(C)cc2)cc1	nt	-1	7	nt	5	0	-4	-8
Cc1cccc(NC(=O)CN2CCN(C(=O)CN3C(=O)NC4(CC(C)CC(C)(C)C4)C3=O)CC2)c1C (configuration not stated)	-1	4	7	-4	-3	0	3	-9
O=C(NCC(c1cccs1)N1CCOCC1)c1ccc(Cl)nc1 (configuration not stated)	6	3	8	1	5	-1	-10	3
COc1ccc(NC(=S)N(CCCOC(C)C)C2CCN(C(C)=O)CC2)cc1Cl	-3	-1	-11	-3	3	0	-6	8
CCN(CC)S(=O)(=O)c1ccc(NCc2ccccn2)nc1	-1	1	-5	-3	0	0	-11	6
Cc1nc(S(=O)(=O)N(C)Cc2ccccc2)c(C#N)c(C)c1Cl	-4	nt	-20	nt	-1	-1	0	-7
COc1ccc(CN(C)C[C@@H]2OCCCC[C@@H](C)Oc3ccc(NC(=O)c4ccncc4)cc3C(=O)N([C@@H](C)CO)C[C@@H]2C)cc1	17	nt	nt	-4	-2	-4	12	-6
O=C(C[C@@H]1C=C[C@@H](NC(=O)Nc2ccc(F)cc2)[C@@H](CO)O1)NCc1ccccn1	1	-3	-9	8	2	0	11	6
Cc1ccc(C(=O)N2CCC(C(=O)NC3CCCC3)CC2)cc1	29	-7	2	0	-1	1	-7	8
O=S(=O)(c1ccccc1)n1cc(-c2ccccn2)c(N2CCOCC2)n1	nt	2	5	0	0	-1	10	6
c1ccc(C2Nc3ccccc3Oc3ccccc32)cc1 (configuration not stated)	8	-3	nt	4	nt	-3	nt	nt
CC1CCCN(C(=O)c2ccc3c(=O)n4nc(Nc5ccccc5)sc4nc3c2)C1 (configuration not stated)	-12	-5	-14	nt	0	-2	2	nt
CCOC(=O)c1[nH]c(C)c(C(=O)Nc2ccc3c(c2)OCCO3)c1C	1	17	nt	-10	2	-2	0	4
Cc1n[nH]c(=O)c2c(NC(=O)CSc3nn(-c4ccc(F)cc4)c(=S)s3)oc(C)c12	3	-2	-11	nt	4	-1	1	-2
Cc1ccc(SCc2cn3cc(Cl)ccc3n2)cc1	13	nt	-112	-5	nt	nt	-50	-14
CC(C)OC(=O)CSc1ncnc2c1cnn2-c1ccccc1	4	-7	nt	-4	0	3	-20	5
O=C(Nc1ccc(Oc2cccc(C(F)(F)F)c2)nc1)c1ccco1	nt	-22	29	-5	4	4	5	2
CC1(C(=O)Nc2cnc3ccccc3c2)CCN1C(=O)C/C=C/c1ccccc1 (configuration not stated)	-11	-12	15	nt	-4	-1	9	-21
COCCCn1c(SCC(=O)Nc2cccc(C(=O)OC)c2)nnc1-c1ccncc1	-8	1	17	-6	-1	0	nt	nt

Arranged by the number under INS-1E GSIS act (ascending): some entries from above
structure | INS-1E GSIS act
Cc1ccc(SCc2cn3cc(Cl)ccc3n2)cc1 | -14
Cc1n[nH]c(=O)c2c(NC(=O)CSc3nn(-c4ccc(F)cc4)c(=S)s3)oc(C)c12 | -2
O=C(Nc1ccc(Oc2cccc(C(F)(F)F)c2)nc1)c1ccco1 | 2
O=S(=O)(c1ccccc1)n1cc(-c2ccccn2)c(N2CCOCC2)n1 | 6

The listing continues:
SMILES	PGC1a acetyl inh	Statin myotox sup	PAX8 inh HTS	ARNT-TACC3 inh	PglD inh	Cneo AK release	LGR2 inh	INS-1E GSIS act
CCS(=O)(=O)N1CCN(c2ccccc2)CC1	3	2	1	-4	6	-1	-5	5
CCCN1C[C@@H](C)[C@@H](OC)CN(C)C(=O)c2cc(NC(=O)c3cccc(F)c3)ccc2OC[C@@H]1C	0	-1	nt	-1	-1	-1	-3	5
CCOC(=O)C1=C(N)N(c2ccccc2)C(=O)C1	5	-6	nt	-12	-1	1	nt	nt
COc1ccc(-c2[nH]ncc2CN(C)Cc2cccnc2)c(OC)c1	-7	-5	4	0	-1	3	-18	14
C[C@H](NC(=O)C[C@@H]1CC[C@@H](NC(=O)Nc2ccc3c(c2)OCO3)[C@H](CO)O1)c1ccccc1	2	-2	-13	2	6	52	8	-11
CN1C(=O)CC(N2CCN(c3ccc(Cl)cc3)CC2)C1=O (configuration not stated)	nt	nt	-12	1	nt	nt	0	7
COc1ccc(NC(=O)N(C)C[C@@H]2Oc3c(NC(=O)NC4CCCCC4)cccc3C(=O)N([C@H](C)CO)C[C@@H]2C)cc1	2	-22	4	12	-6	56	8	0
Cc1ccc(S(=O)(=O)Nc2ccc3c(c2)C(=O)N([C@H](C)CO)C[C@H](C)[C@H](CN(C)C(=O)Nc2ccccc2)OCCCC[C@@H](C)O3)cc1	12	nt	-4	5	-4	0	12	12
CCCN1C(=O)C2C(C(=O)Nc3cccc(OC)c3)C3C=CC2(O3)C1C(=O)NC1CCCCC1 (configuration not stated)	-7	17	-12	1	-1	0	nt	nt
COC(=O)C[C@@H]1CC[C@@H]2[C@H](COc3ccc(NS(=O)(=O)c4ccc(C)cc4)cc3C(=O)N2C)O1	-5	10	4	7	2	1	-14	-4
COc1ccc([C@H]2CC(=O)C=C(c3ccccc3C(F)(F)F)C2)cc1	-2	nt	8	-5	-2	0	6	-12
O=C(Cn1nc(C(F)(F)F)c2c1CCC2)NC1CCCCC1	-7	1	-3	-3	nt	0	nt	nt
CCOc1ccc(NC(=O)c2cc3c(=O)n(C)c4ccccc4c3n2C)cc1	-5	-15	-17	nt	-5	0	-12	9
CC(C)n1c2ccccc2c2cc([N+](=O)[O-])ccc21	nt	nt	-2	-2	nt	nt	13	-3
CCOc1nc(Nc2ccc(OC)cc2)nc(OCC)n1	7	-5	nt	23	2	1	nt	nt
CCn1c(-c2ccccc2)c(C(=O)CCl)c2ccccc21	4	nt	39	-2	nt	nt	34	-10
